Mm-Cpn inhibitor = M. maripaludis TRiC chaperonin inhibition | 0.031% of 330,000 active | Potency, µM (titrated, usually from 76.9 µM), for the others: at the highest dose activity, negative = inhibition, usual class: inhibitors | AID 504842 | purified Mm-Cpn ATPase, ADP Transcreener TR-FRET; note: potency is the fitted concentration of half-maximal effect; % is set by controls: 0 for no effect and ±100 for the full control effect; nearly all actives have a fitted effect of over 80% in size
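Reaction buffer contained 30 mM Tris pH 7.4, 100 mM KCl, 5 mM MgCl2 and 1 mM DTT. Mm-CPN (25 nM final) hydrolysed 10 uM ATP over 30 min at 37°C; ADP was read by HTRF.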
EPAC2 agonist = EPAC2 (human) agonism. Q8WZA2. EPAC2 activation, biochemical qHTS; response scale: 100% = 6.5 mM cAMP response. Potency, µM (series often up to 154 µM), without a hit: at the top dose activation, most hits filed as activators. 0.079% of 360,000 active; note: potency is the fitted concentration of half-maximal effect; nearly all actives have a fitted effect of over 50% in size
Target sequence (Q8WZA2 whole entry, looked up): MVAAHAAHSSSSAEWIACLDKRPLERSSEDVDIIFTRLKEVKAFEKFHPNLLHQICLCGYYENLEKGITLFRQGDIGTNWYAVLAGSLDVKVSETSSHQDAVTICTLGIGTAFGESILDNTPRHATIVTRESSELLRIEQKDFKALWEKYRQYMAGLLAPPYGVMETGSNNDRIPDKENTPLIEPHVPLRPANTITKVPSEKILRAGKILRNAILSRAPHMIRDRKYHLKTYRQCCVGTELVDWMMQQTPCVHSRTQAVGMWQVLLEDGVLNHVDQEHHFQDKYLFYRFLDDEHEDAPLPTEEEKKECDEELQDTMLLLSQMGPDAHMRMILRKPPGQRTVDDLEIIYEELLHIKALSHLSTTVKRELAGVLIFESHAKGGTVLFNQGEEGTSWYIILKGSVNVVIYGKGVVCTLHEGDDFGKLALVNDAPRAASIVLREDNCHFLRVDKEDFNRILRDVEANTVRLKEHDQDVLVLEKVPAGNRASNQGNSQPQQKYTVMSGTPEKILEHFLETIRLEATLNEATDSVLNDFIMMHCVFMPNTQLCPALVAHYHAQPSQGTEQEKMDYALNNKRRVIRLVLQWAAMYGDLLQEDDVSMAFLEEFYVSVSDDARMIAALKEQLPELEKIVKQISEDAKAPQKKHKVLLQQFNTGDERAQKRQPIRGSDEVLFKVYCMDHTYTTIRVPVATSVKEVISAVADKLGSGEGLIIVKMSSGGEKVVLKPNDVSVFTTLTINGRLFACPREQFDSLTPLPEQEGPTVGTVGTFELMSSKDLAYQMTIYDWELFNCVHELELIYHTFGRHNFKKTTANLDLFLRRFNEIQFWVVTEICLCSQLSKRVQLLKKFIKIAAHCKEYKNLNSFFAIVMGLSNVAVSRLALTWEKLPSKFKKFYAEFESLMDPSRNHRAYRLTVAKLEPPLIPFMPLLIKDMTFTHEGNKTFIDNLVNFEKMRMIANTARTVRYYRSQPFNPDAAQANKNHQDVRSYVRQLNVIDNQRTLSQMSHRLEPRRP
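Fluorescence exchange assay: 100 nM EPAC2 with 250 nM RAP1B-BODIPY-GDP and 50 uM GDP; compounds tested as a concentration-titration series (qHTS). Loss of Rap1-bound BODIPY-GDP fluorescence read at 480/540 nm; data normalized to 6.5 mM cAMP.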
EPAC2 antagonist = antagonists of human EPAC2. EPAC2 GEF exchange of Rap1B-BODIPY-GDP, fluorescence. Potency, µM (highest dose often 114 µM), inactives show at the top dose activity, negative = inhibition, actives largely listed as inhibitors. 0.18% of 360,000 active; note: potency is the fitted concentration of half-maximal effect; % is set by controls: 0 for no effect and ±100 for the full control effect; nearly all actives have a fitted effect of over 45% in size; many of its hits are not listed in these tables
pAkt inh = Akt phosphorylation inhibition; 0.32% of 360,000 active; AID 651550; Neuro2A IGF-stimulated pAkt S473 HTRF, 20 min; stronger effect = lower value; activity change, % for hits at 50 µM; in the data active = activity change below about -80%; inconclusive = mostly about -51% to -80%; note: % is set by controls: 0 for no effect and ±100 for the full control effect
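Neuro2A cells in DMEM with 0.5% FBS, overnight at 37 deg C, given compound at single 50 µM final, then IGF (6 nM final) for 20 min at 37 deg C. Lysed; phospho-Akt Ser473 by HTRF after 24 h, 665/615 ratio.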
Nrf2 block = Nrf2 pathway inhibition. A549 ARE-Fluc reporter, luciferase luminescence, 18-24 h. Potency, µM (highest dose often 46 µM), without a hit: at the top dose activity change, negative = inhibition, most hits filed as inhibitors. 2.1% of 360,000 active. AID 504444; note: potency is the fitted concentration of half-maximal effect; % is set by controls: 0 for no effect and ±100 for the full control effect; nearly all actives have a fitted effect of over 60% in size
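Cells were seeded and rested 2 h, then exposed to compounds for 18-24 h. CellTiter-Fluor was read first as a viability measure. BugLite was added 15 min before the final luminescent read of ARE-luciferase activity in A549 cells.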
A549 viability = kills or reduces viability of A549 cells in Nrf2 counter-screen | A549 ARE-Fluc cells, CellTiter-Fluor viability, 18-24 h | Potency, µM (doses to about 46 µM), inactives show top-dose activity change, negative = cytotoxicity, most hits filed as inhibitors | 0.16% of 390,000 active | AID 504648; note: potency is the fitted concentration of half-maximal effect; % is set by controls: 0 for no effect and ±100 for the full control effect
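Cytotoxicity counterscreen: CellTiter-Fluor fluorescence was measured in A549 ARE_Fluc cells after 18-24 h of compound exposure in a concentration series. The subsequent BugLite luminescent read reports ARE-luciferase activity.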
CCT chaperon mod = modulators of cytosolic chaperonin (CCT/TRiC) activity | 0.3% of 360,000 active | purified chaperonin ATPase assay, HTRF ADP detection, 30 min | AID 651819 | activity change, % (no concentration beside the values), hits read low; in the data active = activity change below about -30%; note: % is set by controls: 0 for no effect and ±100 for the full control effect
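ATPase activity: ADP formed was measured by HTRF Transcreener (665/615 nm ratio) after 30 min at 37 deg C with 10 uM ATP. Compounds screened at one 76 uM concentration against 40 or 20 nM TRiC in Tris pH 7.4/KCl/MgCl2/DTT buffer.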
TGFb inhibitor = TGF-b pathway inhibition; HepG2 CAGA-GFP TGF-b/SMAD3 reporter, GFP fluorescence, 18 h; TGF-beta stimulated, 500 pg/mL final; Potency, µM (doses to about 46.1 µM), for inactives: top-dose activity, negative = inhibition, usual class: inhibitors; 1.2% of 410,000 active; AID 588855; note: potency is the fitted concentration of half-maximal effect; % is set by controls: 0 for no effect and ±100 for the full control effect; nearly all actives have a fitted effect of over 65% in size
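TGF-beta reporter screen: HEPG2 CAGA-GFP, 1% FBS, 500 pg/mL TGF-beta final, 18 h; per-cell GFP summed per well; curves fitted and categorized by class.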
Nrf2 activator = activators of Nrf2 (ARE) signaling. AREc32 ARE-luciferase reporter (MCF7-derived line), luminescence, 24 h. Potency, µM (series often up to 46.1 µM), for the others: top-dose activation, hits mostly activators. 0.31% of 410,000 active; note: potency is the fitted concentration of half-maximal effect; % of control where 0% means no effect; nearly all actives have a fitted effect of over 65% in size
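AREc32 cells carrying an ARE-driven firefly luciferase reporter were seeded at 1000 cells/well in OPTI-MEM with 5% FBS, then exposed to compound for 24 hr at 37 deg C. Luminescence was read with Steady-Glo after 30 min at RT.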
* = called active by the depositor; i = inactive; ? = inconclusive; . = not tested or not shown; [ ] = dose if it differs, or a comment. Unless noted, calls come from the whole dose curve; as a rule, active = well fitted curve in the direction sought with a large enough effect; inconclusive = small, poorly fitted or top-dose-only effect, or another doubt; inactive = no such curve, though single readings can be large; an effect the other way counts as inactive or inconclusive. An excerpt. The share of hits here may be higher or lower than overall.

| compound | Mm-Cpn inhibitor | EPAC2 agonist | EPAC2 antagonist | pAkt inh | Nrf2 block | A549 viability | CCT chaperon mod | TGFb inhibitor | Nrf2 activator |
| --- | --- | --- | --- | --- | --- | --- | --- | --- | --- |
| COc1ccc(-c2cc(C)no2)cc1S(=O)(=O)N(C)c1ccc(C)c(C)c1 | 1.5% | 18.6% | -13.9% | i | -27.2% | -1.1% | -2.2 | -9.8% | -0.5% |
| CCc1ccc2[nH]c(=O)c(CN(CC3CCCO3)C(=S)NCc3ccco3)cc2c1 (configuration not stated) | -3.6% | 20.5% | -8.5% | i | -5.7% | -8.6% | 0.0 | ? | 8.5% |
| Cc1ccc(CNC(=O)C2CCCN(S(=O)(=O)c3ccc4c(c3)oc(=O)n4C)C2)cc1 (configuration not stated) | . | . | . | . | -3.3% | 4.5% | . | ? | 1.4% |
| Cc1ccc(-c2nn(-c3cccc(F)c3)cc2CN2CCN(c3ccccn3)CC2)o1 | -5.6% | 19.6% | -18.4% | i | ? | -9.3% | -1.4 | ? | 3.5% |
| COc1ccccc1CNC(=O)CCCn1c(=O)c2ccccc2n(CC(=O)Nc2ccc(C)cc2Cl)c1=O | . | . | . | . | -24.0% | 1.1% | . | ? | -1.0% |
| COc1cccc(C2=CC(c3cccs3)n3nnnc3N2)c1 (configuration not stated) | -4.0% | -4.9% | 13.1% | i | 26.3% | -18.3% | 2.6 | 19.7% | ? |
| O=C(CCC1CCCC1)Nc1cccn(Cc2ccccc2Br)c1=O | -0.9% | 20.8% | -4.6% | i | 19.2% | 8.0% | -0.1 | 2.9% | 0.2% |
| O=C(N/N=C/c1cccc([N+](=O)[O-])c1)c1ccc(CN2CCOCC2)cc1 | 0.5% | 12.2% | -3.8% | i | ? | 0.6% | -1.9 | 21.8% | 3.3% |
| Cn1c(=O)c2ccccc2n(CC(=O)NCCC2=CCCCC2)c1=O | -2.8% | 3.5% | 2.7% | i | -19.8% | 1.7% | 1.0 | -10.1% | 0.0% |
| CC(=O)Nc1nc2ccc(-c3nc4ccccc4o3)cc2s1 | -4.7% | -7.4% | 3.6% | i | ? | -14.3% | 0.2 | -20.1% | 0.2% |
| CCN(CC(=O)Nc1ccccc1OC)C(=O)CN1C(=O)NC(C)(c2ccc(C)cc2)C1=O (configuration not stated) | -0.6% | 0.2% | -2.3% | i | 4.4% | -0.2% | -0.5 | 3.8% | -0.8% |
| Cc1cc(N2C(=O)C(O)=C(C(=O)c3cc4ccccc4o3)C2c2ccc([N+](=O)[O-])cc2)no1 (configuration not stated) | 2.3% | -8.6% | -7.5% | i | 18.4% | -14.5% | 0.5 | 3.6% | 0.1% |
| CCCN(Cc1cc2cc(OC)ccc2[nH]c1=O)C(=O)c1ccco1 | -1.1% | 1.7% | -0.7% | i | -3.2% | 1.6% | -4.8 | -9.7% | 2.8% |
| CCN(c1ccccc1)S(=O)(=O)c1nnc(NC(=O)C2CCCCC2)s1 | . | . | . | . | ? | -10.8% | . | -25.0% | 0.4% |
| CN(C)c1ccc(C(=O)Nc2ccc(S(=O)(=O)Nc3nccs3)cc2)cc1 | ? | -4.5% | 5.5% | i | 1.7% | -2.5% | -2.7 | 6.9% | -0.4% |
| COc1ccc(CNC(=O)Cn2nc([N+](=O)[O-])cc2C)cc1 | 0.5% | 4.2% | -2.4% | i | 0.9% | 1.6% | -0.4 | -2.0% | 0.4% |
| Cc1c(NC(=O)C2C3C=CC(C3)C2C(=O)O)c(=O)n(-c2ccccc2)n1C (configuration not stated) | -0.2% | 7.0% | -0.9% | i | ? | 4.9% | 1.1 | -17.6% | 4.1% |
| CCOc1ccc(Oc2ccccc2NC(=O)CSCC(=O)Nc2cc(C)on2)cc1 | 0.0% | 6.1% | -1.1% | i | 9.2µM* | -18.6% | -0.1 | 0.0% | 2.0% |
| COc1ccccc1CC(=O)Nc1ccc2nc(Nc3cccc(C(F)(F)F)c3)cc(C)c2c1 | . | . | . | . | ? | -12.1% | . | 0.0% | 2.9% |
| Cc1nc2c(C(=O)NCCC(C)C)c[nH]n2c(=O)c1Cl | -0.1% | -3.3% | -28.5% | i | 10.9% | 4.5% | 1.4 | -27.2% | -0.2% |
| CCCCC(=O)Nc1ccc(NC(=O)C2CC2)nc1 | -0.8% | -1.3% | -2.6% | i | 1.0% | 0.5% | 0.6 | 3.1% | -0.6% |
| CC(=O)N1CCc2c(sc3c2c(=O)n(Cc2ccccc2)c(=O)n3Cc2ccc(Cl)cc2)C1 | . | . | . | . | 13.7% | 2.9% | . | -5.1% | 0.1% |
| Cc1ccc(-n2c(-c3cc(C)n(C)n3)n[nH]c2=S)cc1 | -0.7% | 2.7% | 15.1% | i | -5.4% | -7.4% | -0.7 | -17.2% | 0.2% |
| CCCC[C@@H]1CC2=C(C(=O)OC(C)(C)O2)[C@H](c2ccc(C(C)C)cc2)O1 | . | -3.8% | -18.2% | i | . | . | -6.7 | . | 3.1% |
| CCCNC(=O)C1CCN(S(=O)(=O)c2cccs2)CC1 | 5.3% | 8.9% | 1.5% | i | 8.5% | -1.0% | -0.7 | -2.8% | 0.3% |
| Fc1ccc(F)c(C2=NNC(=Nc3ccccc3F)SC2)c1 | -3.8% | 2.9% | -0.1% | i | -14.4% | ? | -2.8 | ? | 15.4% |
| Cc1c(OCC(=O)NCC2CCC(C(=O)O)CC2)ccc2c(-c3ccccc3)cc(=O)oc12 (configuration not stated) | -2.4% | 6.4% | -23.4% | i | -14.1% | 12.2% | -0.4 | -3.3% | 0.4% |
| O=C(Cc1ccccc1)Nc1ccccc1C(=O)N1CCN(c2ccccc2)CC1 | 2.7% | 0.6% | 8.0% | i | 4.6% | -3.5% | 0.0 | ? | -0.1% |
| COCCNc1ccc2cc(S(=O)(=O)N3CCCCC3)ccc2n1 | . | . | . | . | 25.7% | 6.9% | . | -9.8% | 1.2% |
| CCC(=O)Nc1cc2nn(-c3ccccc3)nc2cc1Cl | 4.6% | 3.3% | -0.7% | i | ? | -9.2% | 0.2 | ? | 3.1% |
| O=C(c1ccco1)N1CCN(c2ccnc3cc(Cl)ccc23)CC1 | 1.5% | -3.4% | -10.7% | i | ? | -5.5% | 1.1 | -29.2% | -0.5% |
| CCNC(=O)C1(C)CCCN(C(=O)c2cc(C)nn2C(C)(C)C)C1 (configuration not stated) | . | 7.1% | -2.0% | i | . | . | 0.1 | 22.9% | -1.1% |
| Cc1cc(C)n(Cc2ccc(F)cc2)c(=O)c1C#N | -8.7% | -0.6% | 7.9% | i | -29.5% | -9.7% | -2.5 | 0.4% | 2.3% |
| COc1ccccc1CN1CCC(n2nccc2NC(=O)CCc2ccccc2)CC1 | -1.5% | -4.0% | -1.3% | i | 7.1% | -6.5% | 1.0 | -3.8% | -0.5% |
| Nc1c(-c2ccccc2)cnn1-c1cccc([N+](=O)[O-])c1 | 0.9% | -6.8% | -8.2%[57.1 µM] | i | ? | 4.2% | -0.4 | -11.1% | 24.4% |
| c1ccc2nc3c(nc2c1)OCC1CCCCN31 (configuration not stated) | -1.3% | 13.7% | -4.4% | i | ? | 0.6% | 0.0 | 5.3% | 3.8% |
| COc1cc(C2/C(=C(\O)c3ccc4c(c3)OCCO4)C(=O)C(=O)N2c2nnc(C)s2)cc(OC)c1OC (configuration not stated) | -2.7% | -4.8% | 3.6% | i | 7.3% | -9.7% | 0.0 | -6.6% | 0.2% |
| C/C(=N\NC(=O)C(c1ccccc1)c1ccccc1)c1ccccn1 | 0.6% | 0.2% | 6.4% | i | 11.6µM* | ? | -1.3 | ? | 18.6% |
| CCC(C)NC(=O)CSC1=Nc2ccccc2C2=NC(CC(=O)NCc3ccc(F)cc3)C(=O)N12 (configuration not stated) | -19.0% | 10.0% | -1.1% | i | 7.6% | 13.3% | 0.7 | 14.0% | -0.4% |
| Cc1ccc(-c2ccc(S(=O)(=O)NCc3ccco3)cc2)cc1 | -1.6% | 6.7% | 6.3% | i | 16.3% | -0.7% | -5.2 | 0.9% | -0.1% |
| Cc1ccccc1NC(=O)Cc1nc(COC(=O)/C=C/c2ccc(F)cc2)cs1 | . | 12.5% | -5.4% | i | . | . | 1.2 | -1.0% | -0.1% |
| CCc1cccc(C)c1NC(=O)C1CCN(c2nnc(C)c3c(C)n(-c4ccccc4)nc23)CC1 | . | . | . | . | ? | -0.1% | . | -10.5% | -0.6% |

At a glance, part of the list above:
| compound | Mm-Cpn inhibitor | EPAC2 agonist | EPAC2 antagonist | pAkt inh | Nrf2 block | A549 viability | CCT chaperon mod | TGFb inhibitor | Nrf2 activator |
| --- | --- | --- | --- | --- | --- | --- | --- | --- | --- |
| Fc1ccc(F)c(C2=NNC(=Nc3ccccc3F)SC2)c1 | -3.8% | 2.9% | -0.1% | i | -14.4% | ? | -2.8 | ? | 15.4% |
| Cc1c(OCC(=O)NCC2CCC(C(=O)O)CC2)ccc2c(-c3ccccc3)cc(=O)oc12 (configuration not stated) | -2.4% | 6.4% | -23.4% | i | -14.1% | 12.2% | -0.4 | -3.3% | 0.4% |
| O=C(Cc1ccccc1)Nc1ccccc1C(=O)N1CCN(c2ccccc2)CC1 | 2.7% | 0.6% | 8.0% | i | 4.6% | -3.5% | 0.0 | ? | -0.1% |
| COCCNc1ccc2cc(S(=O)(=O)N3CCCCC3)ccc2n1 | . | . | . | . | 25.7% | 6.9% | . | -9.8% | 1.2% |
| CCC(=O)Nc1cc2nn(-c3ccccc3)nc2cc1Cl | 4.6% | 3.3% | -0.7% | i | ? | -9.2% | 0.2 | ? | 3.1% |
| O=C(c1ccco1)N1CCN(c2ccnc3cc(Cl)ccc23)CC1 | 1.5% | -3.4% | -10.7% | i | ? | -5.5% | 1.1 | -29.2% | -0.5% |
| CCNC(=O)C1(C)CCCN(C(=O)c2cc(C)nn2C(C)(C)C)C1 (configuration not stated) | . | 7.1% | -2.0% | i | . | . | 0.1 | 22.9% | -1.1% |

Screens as filed in PubChem.
